# PglD DTNB – PglD (C. jejuni) enzyme inhibition; purified PglD enzyme, DTNB colorimetric CoA detection; inhibition, % at 12.5 µM; 0.098% of 360,000 active; in the data active = inhibition above about 16%, passing the limit was not always enough; note: strong numbers were not always called active
# PAX8 reporter – inhibitors of PAX8 transcriptional activity in RMG-I cells; RMG-I TPO-luciferase reporter, SteadyGlo, 24 h; inhibition, % at 12.6 µM; 1.2% of 360,000 active;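 active = mean replicate inhibition at least 60% with every replicate also reaching 60%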;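 note: luciferase light reporting Pax8 driven TPO promoter activity; plate controls were median of neutral control wells for no effect and mitoxantrone controls for full effect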
# INS-1E GSIS act – primary screen for activators of insulin secretion dependent on glucose, INS-1E cells, GLuc reporter luminescence. INS-1E GLuc reporter insulin secretion, 2-3 h. activation, % at 16.6 µM. 0.61% of 370,000 active;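 active = lowest replicate activation of at least 40%, so every replicate reaches that level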;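 note: 0% = median of neutral control wells and 100% = median of IBMX positive control wells; some compounds called inactive have numbers as strong as hits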
# LGR2 inh – Drosophila LGR2 receptor signaling inhibition; HEK293 LGR2, CRE-luciferase, bursicon-stimulated, 4 h; inhibition, % at 9.99 µM; 0.35% of 380,000 active;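 active = drop in luminescence signal, shown as inhibition above about 50% in the replicate tests, limit read from the data, passing the limit was not always enough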;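 note: agonist challenge used bursicon conditioned medium at about half maximal strength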
# ARNT TACC3 PPI – disruptors of human ARNT/TACC3 interaction. Q9Y6A5. AlphaScreen His-ARNT PAS-B/GST-TACC3 binding, luminescence; TACC3 fragment carries E629A point mutation. inhibition, % at 9.99 µM. 0.66% of 390,000 active. AID 623870;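 active = mean inhibition of replicates at least 50% and at least half of replicates each reaching 50%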;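 note: 0% = complete ARNT plus TACC3 wells and 100% = ARNT alone without TACC3; many hits fall short of the cut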
# C2C12 statin – suppressors of simvastatin-induced myotoxicity in C2C12 myotubes. AID 602340. ATP luminescence, 48 h; scaled: DMSO 0, geranylgeraniol control 100. 0.78% of 330,000 active. rescue of ATP level, % at 7.49 µM;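 active = mean ATP rescue above about 67%, or every replicate alone reaching that limit, limit read from the data, passing the limit was not always enough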;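 note: myotubes were challenged with 10 µM simvastatin during compound exposure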
# Cneo AK release – Cryptococcus neoformans lysis via adenylate kinase release; C. neoformans lysis, adenylate kinase release luminescence, 4 h; normalised: neutral wells 0, clomiphene wells 100; lysis activity, % at 15 µM; 0.2% of 360,000 active; AID 651654;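 active = mean lysis activity across replicates of at least 80%, whatever share of replicates individually reach that level; inactive = mean lysis activity below 80%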
#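 read-out = cell lysis signal | test system = log-phase Cryptococcus neoformans yeast cells | input = cells at 5 × 10^6 per mL | medium = fresh YPD growth medium | signal = luminescent adenylate kinase detection reagent | timing = 4 h at 37 °C static, read 1 h later | dosing = single dose | controls = Clomiphene as positive lysis control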
# PGC1a acetyl inh – modulators of PGC1a acetylation. U2OS PGC1a acetylation, AlphaScreen anti-acetyl-lysine; with virally co-expressed GCN5 acetyltransferase. inhibition, % at 15.6 µM. 0.17% of 350,000 active. AID 651687;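 active = every replicate shows inhibition of at least 40%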;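 note: 0% = neutral control wells and 100% = positive control wells; some results beyond the cut were filed as inactive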
# * marks the source's active call; other numbers are inactive results; / = not tested or not shown; & = joins results of further samples.
SMILES,PglD DTNB,PAX8 reporter,INS-1E GSIS act,LGR2 inh,ARNT TACC3 PPI,C2C12 statin,Cneo AK release,PGC1a acetyl inh
CC(=O)Nc1cc2c(cc1[N+](=O)[O-])-c1ccc(F)cc1C2,9,-17,0,-28,-3,-9,2,-9
CC(C)NC(=O)N(C)C[C@H]1Oc2ncc(-c3cncnc3)cc2C(=O)N([C@H](C)CO)C[C@H]1C,-4,-19,16,0,2,12,-5,0
COc1cc(NC(=O)c2ccccc2C)c(OC)cc1NC(=O)CN1CCOCC1,/,14,0,8,/,/,/,7
CC(C)(C)n1nc2c(c1NC(=O)c1ccc(S(=O)(=O)N3CCCC3)cc1)CS(=O)C2 (stereo not drawn),-6,/,/,/,-7,5,-1,-2
COc1ccccc1CCNC(=O)C(=O)Nc1cc2c3c(c1)CC(=O)N3CCC2,-1,3,9,-3,9,-7,-1,-1
COCC(=O)N1CCCCN2[C@H](C1)[C@H](c1ccc(-c3ccc(OC)cc3)cc1)[C@@H]2CO,-3,9,2,7,0,/,-1,-6
Cc1cc(C)n(/N=C/c2cccc([N+](=O)[O-])c2)c(=O)c1,/,-24,0,15,4,/,/,/
O=C(CSc1nnc(C2COc3ccccc3O2)o1)NC1CCCCC1 (stereo not drawn),2,-10,-18,5,4,7,1,/
COc1cc(/C=N/OCC(=O)NC23CC4CC(CC(C4)C2)C3)ccc1OCc1ccccc1,-5,-59,-16,-15,3,6,-3,/
CC1CCN(C(=O)c2ccc3c(c2)OCO3)CC1,-1,-17,6,4,-1,/,1,-18
C[C@H]1CN([C@@H](C)CO)C(=O)Cc2cc(NC(=O)C3CCCCC3)ccc2O[C@H]1CN(C)C(=O)NC1CCCCC1,1,4,-3,-17,-5,-31,-1,-1
CCN(Cc1ccncc1)C(=O)c1ccc(Br)o1,-3,18,14,-7,0,2,-1,3
COc1ccc2oc(-c3ccc(NC(=O)c4ccc(N5CCOCC5)c([N+](=O)[O-])c4)cc3)nc2c1,-1,/,109*,-10,-66,/,0,-4
Cc1ccc(S(=O)(=O)N(C)C[C@@H]2OCCCC[C@H](C)Oc3ccc(NC(=O)CCC(F)(F)F)cc3C(=O)N([C@@H](C)CO)C[C@H]2C)cc1,-3,11,-6,-19,2,/,60,-8
O=c1c2c3c(sc2n2cnnc2n1CCc1ccccc1)CCCC3,5,/,12,33,-1,22,0,-4
C[C@H]1CN([C@@H](C)CO)C(=O)c2cccc(NC(=O)c3ccc(-c4nccs4)cc3)c2O[C@H]1CN(C)Cc1ccc(C(=O)O)cc1,0,/,11,-8,-3,/,2,7
CO[C@H]1CN(C)C(=O)c2ccc(NC(=O)c3ccc(F)cc3)cc2OC[C@H](C)N(C(=O)CN(C)C)C[C@@H]1C,/,/,-1,-5,/,-1,/,-30
CC(=O)N1[C@H](CO)[C@@H](c2ccccc2)[C@H]1CN(CC1CCC1)C(=O)CN(C)C,0,2,-2,-3,-16,5,4,-1
CN1CCN(c2ccc(NC(=O)N3CCc4ccccc43)cc2)CC1,0,49,8,60*,5,-2,-9,-9
CCOc1ccc(NC(=O)CSc2nc3ccccc3nc2N2CCOCC2)cc1,-3,17,/,/,-6,-2,-3,-3
CC(=O)Nc1ccc(S(=O)(=O)NCC(=O)OCC(=O)NC(=O)C2CCCCC2)cc1,3,-7,-2,2,-5,3,2,9
O=C(COc1nsnc1N1CCOCC1)Nc1cccc(Cl)c1,4,-7,-14,-13,9,/,0,-2
CCOc1ccc(S(=O)(=O)N2c3ccccc3CC2C)cc1 (stereo not drawn),0,/,-10,0,-1,-13,/,-55
CCCC(=O)Nc1cccc(NC(=O)CN2CCN(c3ccccc3OC)CC2)c1,9,/,/,/,/,-4,5,-7
C[C@@H]1CCCCO[C@@H](CN(C)S(=O)(=O)c2cccs2)[C@H](C)CN([C@@H](C)CO)C(=O)c2cc(NS(=O)(=O)c3cn(C)cn3)ccc2O1,-1,2,13,-11,1,/,2,-16
COc1ccc(C(=O)Nc2nc3ccc(S(C)(=O)=O)cc3s2)cc1OC,/,19,5,/,-8,-9,/,10
Cc1cccc(CC(=O)Nc2ccc(C(=O)N3CCOCC3)cc2)c1,-4,-18,11,-2,-5,-1,1,-2
Cc1cc(C(F)(F)F)nn1CC(=O)N1CCCC1,2,/,/,/,-15,2,0,0
COc1ccccc1NC(=O)Nc1ccc2[nH]c(=O)[nH]c2c1,/,12,22,-12,1,/,/,/
COc1ccc(NC(=O)c2ccc3c(=O)n(Cc4ccco4)c(=S)[nH]c3c2)c(OC)c1,-3,0,/,/,/,22,-3,-7
NC(=O)c1ccc2nc(NC(=O)c3ccc(N)cc3)sc2c1,/,-32,7,-31,2,/,/,11
CC(C)(C)[C@@H]1C=C(C(=O)N2CCN(Cc3ccccc3)CC2)O[C@H](OCCCCO)C1,-3&0,9&-3,-10,-7,3,-1,6&0,-14&2
COc1ccc(C(=O)NNC(=O)Nc2ccc(C)cc2)cc1,/,10,-3,8,-1,/,/,/
COc1cc(OC)c(C(=O)OCC(=O)N2CC(=O)Nc3ccccc32)cc1OC,-3,5,69,30,-2,8,11,/
O=C(CSc1ccccc1Cl)NC1CCCc2ccccc21 (stereo not drawn),/,-2,27,-4,-6,/,/,/
CC1CCCN(C(=O)C(Cc2ccccc2)n2cccc2)C1 (stereo not drawn),5,7,-32,1,-4,1,5,/
Clc1ccc(OCCCN2CCc3ccccc3C2)c(Br)c1,-5,19,-5,-21,-5,0,-7,-5
CCC(=O)N1C[C@H](O)COC[C@H]2O[C@@H](CC(=O)NC)CC[C@@H]21,2,-20,/,/,-3,-16,-2,4
Cc1cccc(NC(=O)CSCC(=O)N2CCN(c3cccc(C(F)(F)F)c3)CC2)c1,4,3,-87,-22,-4,9,0,6
O=C(c1cnn2c(C(F)F)cc(-c3ccccc3)nc12)N1CCc2ccccc21,-3,20,19,5,/,118*,3,-6
COc1ccc2nc(NC(=O)CSc3nc4ccccc4o3)sc2c1,-1,/,/,/,/,-4,1,48
Nc1ncnc2c1ncn2[C@@H]1O[C@H](CNCc2ccc(OCC(=O)Nc3ccccn3)cc2)[C@@H](O)[C@H]1O,-3,-7,-5,3,-2,11,-1,3
CN1C[C@H](O)COC[C@@H]2O[C@@H](CC(=O)N3CCN(c4ccccc4)CC3)CC[C@H]21,4,-10,1,-2,1,-2,-4,-8
CCOC(=O)NN1C(=O)c2ccccc2NC1c1ccc(OC)cc1 (stereo not drawn),5,24,/,/,-1,/,0,1
CO[C@H]1CN(C)C(=O)c2ccc(NC(=O)C3CC3)cc2OC[C@@H](C)N(CCc2ccccc2)C[C@H]1C,-3,0,-10,-21,-16,4,-1,11
CCOC(=O)c1c(S(=O)(=O)NCC2CCN(Cc3cccc(F)c3)CC2)c(C)n(C)c1C,-5,-5,-3,8,2,-2,1,-3
CCN1C(=O)[C@H]2[C@@H](c3ccc(-c4ccc(OC)cc4)c(OC)c3)N3CCCC[C@@]3(C(=O)OC)[C@H]2C1=O,-5,23,-17,14,-3,-17,0,-13
CC(C)COc1nc2c(c(=O)n(C)c(=O)n2C)n1C,-5,0,3,30,-5,-13,-4,4
C[C@@]1([C@@H](NC(=O)c2cccs2)c2ccc(-c3ccccc3)cc2)C[C@H]1C1CCCCC1,-1,-5,-10,9,-1,-7,0,15
CCN(Cc1ccccc1)S(=O)(=O)c1cc(C(=O)c2c(N)n(C)c(=O)n(C)c2=O)ccc1OC,/,20,-6,2,3,/,/,/
# Other compounds.
SMILES,PglD DTNB,PAX8 reporter,INS-1E GSIS act,LGR2 inh,ARNT TACC3 PPI,C2C12 statin,Cneo AK release,PGC1a acetyl inh
CC1=NN(c2cccc(Cl)c2)C(=O)C1,4,3,-3,2,28,2,2,-5
CC(C)CC(N)c1csc(Nc2ccc(S(C)(=O)=O)cc2)n1 (stereo not drawn),10,4,/,-1,/,-11,-1,/
COCCn1c(=S)[nH]c2cc(C(=O)N3CCCC(C)C3)ccc2c1=O (stereo not drawn),-2,20,-26,-1,0,33,3,/
O=[N+]([O-])c1cccc(-c2nc3ccccc3s/c2=N/O)c1,1,13,82*,-19,13,6,-1,/
Cc1cccc(NC(=O)C2CCCN(S(=O)(=O)c3c(C)nn(C)c3C)C2)n1 (stereo not drawn),-5,-1,-6,-3,/,2,0,-5
Cc1nn(Cc2ccccc2Cl)c(C)c1C(=O)N1CCN(c2ccccc2)CC1,-2,-2,-3,6,-6,2,2,-2
O=C1C2CC=CCC2C(=O)N1Cc1ccccc1Cl (stereo not drawn),5,-12,13,21,-4,1,-3,-6
OCCC1CN(Cc2cn[nH]c2C2CCCCC2)CCN1C1CCCCC1 (stereo not drawn),-7,5,-13,-16,28,4,-6,-2
CCOc1ccc2nc(C(=O)N3CCCC(C)C3)sc2c1 (stereo not drawn),/,-208,-29,-1,-18,-1,/,/
O=C(c1cnccn1)N1CCN(c2ccccc2)CC1,/,/,-10,-7,7,/,/,1

# Entries of single compounds as entered above. Values in the order: PglD DTNB | PAX8 reporter | INS-1E GSIS act | LGR2 inh | ARNT TACC3 PPI | C2C12 statin | Cneo AK release | PGC1a acetyl inh
# O=C(c1cnccn1)N1CCN(c2ccccc2)CC1 reads / | / | -10 | -7 | 7 | / | / | 1
# O=[N+]([O-])c1cccc(-c2nc3ccccc3s/c2=N/O)c1 reads 1 | 13 | 82* | -19 | 13 | 6 | -1 | /
# CCOc1ccc2nc(C(=O)N3CCCC(C)C3)sc2c1 (stereo not drawn) reads / | -208 | -29 | -1 | -18 | -1 | / | /
# Cc1nn(Cc2ccccc2Cl)c(C)c1C(=O)N1CCN(c2ccccc2)CC1 reads -2 | -2 | -3 | 6 | -6 | 2 | 2 | -2

# The results go on:
SMILES,PglD DTNB,PAX8 reporter,INS-1E GSIS act,LGR2 inh,ARNT TACC3 PPI,C2C12 statin,Cneo AK release,PGC1a acetyl inh
O=C(c1cnccn1)N1CC(=O)N2[C@H](CO)[C@@H](c3ccc(C#CCC4CCCC4)cc3)[C@H]2C1,/,2,-18,15,/,/,/,0
O=C(CCN1CCCCC1)N[C@@H]1CC[C@@H](CCNS(=O)(=O)c2ccccc2)O[C@@H]1CO,8,1,9,11,-3,-2,67,-1
O=C(CSc1ncccn1)N1CCCc2ccccc21,/,-17,9,-4,0,/,/,-2
CCCc1cc(=O)oc2cc(C)cc(OC(C)C(=O)NCC(O)c3ccccc3)c12 (stereo not drawn),6,20,8,2,-2,-10,0,-2
CC(Sc1nc2ccccc2c(=O)n1CCCN1CCOCC1)C(=O)N1CCc2ccccc21 (stereo not drawn),/,13,-12,1,-15,/,/,2
Cc1cccc(NC(=O)C2(c3ccccc3)CC2(Cl)Cl)c1 (stereo not drawn),0,14,-22,/,-6,7,3,-8
COC(=O)C1=C(C)NC(=O)C1(NC(=O)c1cccnc1)C(F)(F)F (stereo not drawn),2,/,6,-4,/,/,4,-1
CCOC(=O)CN1C(=O)S/C(=C/c2cc(C)n(-c3ccccn3)c2C)C1=O,-7,/,/,/,5,-5,-4,1
O=C(CC1SC(N2CCOCC2)=NC1=O)Nc1ccccc1F (stereo not drawn),/,-15,-10,12,2,-5,0,-1
CC(=O)N(C)C[C@@H]1Oc2ncc(C#CCC3CCCC3)cc2C(=O)N([C@@H](C)CO)C[C@H]1C,0,/,6,-13,-3,0,-5,4
N#C/C(=C/c1ccc(-c2cc([N+](=O)[O-])ccc2Cl)o1)C(N)=O,/,45,-14,2,-5,/,/,/
CCCNC(=O)N1C[C@@H](C)[C@@H](OC)CN(C)C(=O)c2ccc(NS(C)(=O)=O)cc2OC[C@H]1C,-4,/,8,11,-4,-14,51,-9
CN(C)CCCNC(=O)C[C@H]1CC[C@@H](NS(=O)(=O)c2ccc(F)cc2)[C@H](CO)O1,5,-9,14,14,5,1,55,-2
Cc1cc(C)c(S(=O)(=O)NCCSCc2ccco2)c(C)c1,5,11,-31,7,-2,4,-1,0

# Screening data as filed in PubChem BioAssay.
